m5-HT2A agonist = activates the mouse 5-HT2A serotonin receptor | P35363 | CHO-K1 mHTR2A beta-arrestin complementation, luminescence; percent of 30 µM serotonin response | activation, % at 7.6 µM | actives 0.66% (n = 360,000);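 active = activation above a run cutoff, the mean activation of all tested compounds plus 3 SD, cut at about 14% in these data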;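 also: 0% = plate median of compound wells and 100% = 30 µM serotonin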
MC4R antagonist = blocks human MC4R cAMP signaling; actives 0.48% (n = 360,000); P32245; inhibition, % at 6.5 µM; MC4R-expressing cells, MTII-stimulated cAMP, LANCE TR-FRET;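 active = inhibition above its plate's cutoff, the mean of tested wells on that plate plus 3 SD, cut at about 29% in these data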;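 also: 0% = Melanotan II alone and 100% = Melanotan II plus saturating MCL0020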
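Assay system: U2OS-MC4R stable cell line; Also added: Melanotan II; Technique: Eu-cAMP/anti-cAMP TR-FRET, emission 671 nm; Times: 30-min compound, 1-h challenge, 1-h detection, room temperature.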
ABCB6 inh MLPCN = inhibitors of human ABC transporter ABCB6 | Q9NP58 | K562-ABCB6 porphyrin accumulation, flow cytometry, 1 h; hits give low values | fluorescence ratio to DMSO, % at 10 µM | actives 0.19% (n = 360,000) | AID 602162;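 active = fluorescence ratio to DMSO below 75%, the collection mean minus 3 SD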;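 also: signal is porphyrin accumulated inside mitochondria; 100% equals median channel fluorescence of DMSO control wells; lower ratio means ABCB6 inhibition with less porphyrin fluorescence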
ABHD5-PLIN5 inh = inhibitors of human ABHD5-perilipin-5 interaction. Q00G26+Q8WTS1. Split G. princeps luciferase complementation, luminescence, 4 h. inhibition, % at 4 µM. actives 0.78% (n = 360,000). AID 602281;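 active = inhibition above the mean inhibition across every tested compound plus 3 SD, cut at about 22% in these data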;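 also: 0% = DMSO only wells and the 100% control is not disclosed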
TLR9-MyD88 inh = inhibitors of human TLR9-MyD88 binding; CHO BLA complementation TLR9-MyD88, CCF4 FRET ratio; inhibition, % at 4.98 µM; actives 0.21% (n = 340,000); AID 504734;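 active = inhibition above the mean over all tested compounds plus 3 SD, cut at about 21% in these data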;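 also: 0% = DMSO only wells and 100% = clavulanate BLA inhibitor control wells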
Target sequence (Q99836 whole entry, looked up): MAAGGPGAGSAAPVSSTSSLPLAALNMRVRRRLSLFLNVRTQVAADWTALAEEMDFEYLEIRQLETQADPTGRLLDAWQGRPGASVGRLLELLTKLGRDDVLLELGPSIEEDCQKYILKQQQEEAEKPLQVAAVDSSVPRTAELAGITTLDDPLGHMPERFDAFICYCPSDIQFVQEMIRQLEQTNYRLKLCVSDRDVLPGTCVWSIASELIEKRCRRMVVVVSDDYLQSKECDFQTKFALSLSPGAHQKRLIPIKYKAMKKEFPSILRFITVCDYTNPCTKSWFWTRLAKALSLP
Target sequence (Q9NR96 whole entry, looked up): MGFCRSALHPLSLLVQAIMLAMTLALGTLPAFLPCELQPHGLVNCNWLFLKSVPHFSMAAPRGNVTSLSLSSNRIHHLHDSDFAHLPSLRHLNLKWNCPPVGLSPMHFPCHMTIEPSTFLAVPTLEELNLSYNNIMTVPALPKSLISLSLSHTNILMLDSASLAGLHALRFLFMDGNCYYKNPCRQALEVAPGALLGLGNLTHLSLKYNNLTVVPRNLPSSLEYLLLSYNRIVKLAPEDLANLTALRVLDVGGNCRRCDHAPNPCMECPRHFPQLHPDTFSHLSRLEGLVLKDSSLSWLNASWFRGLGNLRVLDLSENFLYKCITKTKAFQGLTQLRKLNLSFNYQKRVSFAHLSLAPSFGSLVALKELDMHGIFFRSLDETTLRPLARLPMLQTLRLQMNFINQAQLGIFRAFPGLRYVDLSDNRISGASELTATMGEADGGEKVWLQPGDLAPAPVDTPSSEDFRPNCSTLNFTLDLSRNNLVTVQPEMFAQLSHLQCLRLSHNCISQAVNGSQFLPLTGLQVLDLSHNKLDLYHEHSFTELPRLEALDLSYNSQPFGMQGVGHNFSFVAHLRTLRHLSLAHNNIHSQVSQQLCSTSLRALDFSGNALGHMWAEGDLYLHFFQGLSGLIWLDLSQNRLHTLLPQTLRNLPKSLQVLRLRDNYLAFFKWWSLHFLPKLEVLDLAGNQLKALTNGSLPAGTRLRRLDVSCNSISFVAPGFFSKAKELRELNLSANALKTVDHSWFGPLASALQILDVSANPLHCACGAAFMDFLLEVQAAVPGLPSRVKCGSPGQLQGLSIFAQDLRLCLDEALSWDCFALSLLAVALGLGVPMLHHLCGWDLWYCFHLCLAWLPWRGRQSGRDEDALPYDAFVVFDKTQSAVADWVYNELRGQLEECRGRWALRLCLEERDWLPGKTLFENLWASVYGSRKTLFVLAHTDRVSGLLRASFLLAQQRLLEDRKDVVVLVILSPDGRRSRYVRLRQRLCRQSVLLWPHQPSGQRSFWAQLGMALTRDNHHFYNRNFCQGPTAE
N-glyco inh = N-linked glycosylation inhibition; D54 ERlucT glycosylation luciferase reporter, 24 h; percent of 100 nM tunicamycin response; reporter increase, % at 12.5 µM; actives 0.23% (n = 360,000); AID 588692;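 active = mean luciferase reporter signal, scaled so untreated is 0 and the glycosylation-blocking control 100, at or above a set limit in every replicate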;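 also: luciferase carries N-glycosylation sites so blocking glycosylation raises the light; 0% = median of neutral control wells and 100% = median of 100 nM tunicamycin wells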
NCOA2 inhibitor = inhibits human steroid receptor coactivator 2; Q15596; HEK293 GAL4-SRC2 luciferase reporter, luminescence; inhibition, % at 9 µM; actives 0.17% (n = 370,000);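 active = inhibition above the mean inhibition of all tested compounds plus 3 SD, set per campaign, cut at about 52% in these data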;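 also: 0% = DMSO treated cells and 100% = cells given Gossypol at 36 µM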
Cardio protect = myocardial damage modulation in H9c2 cells; H9c2 cardiomyocytes, H2O2 injury protection, ATPLite, 2 h; protection from H2O2 cell death, % at 20 µM; actives 0.63% (n = 360,000); AID 588492;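 active = compounds giving at least 50% protection of heart cells from peroxide-induced death in the single-dose screen, raw or plate-pattern-corrected value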;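 also: 0% = DMSO wells with peroxide and 100% = DMSO wells without peroxide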
NOD2-RIPK2 inh = NOD2-RIPK2 protein interaction inhibition | CHO BLA complementation NOD2-RIPK2, CCF4 ratio | inhibition, % at 4.98 µM | actives 0.38% (n = 360,000); in the data active = inhibition above about 21%;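 also: 0% = vehicle only and 100% = reference blocker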
MC4R barr agon = activates human MC4R beta-arrestin recruitment; P32245; U2OS MC4R beta-arrestin complementation, luminescence; percent of melanotan II response, DMSO zero; activation, % at 8.9 µM; actives 0.98% (n = 360,000); AID 540308;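 active = activation above a per-plate cutoff, the mean activation of sample wells on that plate plus 3 SD, cut at about 8% in these data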
* marks the source's active call; other numbers are inactive results; i = inactive; / = not tested or not shown. The list is partial (hit frequency here may not be typical).

SMILES	m5-HT2A agonist	MC4R antagonist	ABCB6 inh MLPCN	ABHD5-PLIN5 inh	TLR9-MyD88 inh	N-glyco inh	NCOA2 inhibitor	Cardio protect	NOD2-RIPK2 inh	MC4R barr agon
COc1ccc2[nH]c(=O)c(CN(Cc3ccc4c(c3)OCO4)C(C)=O)cc2c1	8	5	99	10	-1	-2	-36	-4	-7	1.6
COCCCN1C(=O)C(CC(=O)NC2CCCCC2)CC(C(=O)N(C)C)=C1C (stereo not given)	2	1	86	-3	-7	3	11	3	3	-0.1
Cc1cccc(C(=O)N2CCC(=O)N(C(COCc3ccc(Cl)cc3)Cc3ccccc3)CC2)c1 (stereo not given)	0	14	94	0	-4	0	1	-6	9	4.0
Cc1cccc(C)c1Nc1nnc(SCC(=O)NC2CCS(=O)(=O)C2)s1 (stereo not given)	4	13	96	1	2	1	-29	-1	-3	-0.6
O=C(NNC(=O)C1CC(=O)N(Cc2ccccc2)C1)c1ccc(F)cc1 (stereo not given)	0	6	93	0	7	1	-27	4	-7	-1.8
Cc1cccc(NC(=O)[C@@H]2CCCN2C(=O)OC(C)(C)C)c1	-3	-4	100	5	4	2	2	4	-3	0.3
CCc1cccc(CC)c1NC(=O)COC(=O)c1ccc(F)c(S(=O)(=O)N(CC)CC)c1	3	2	95	11	-5	0	-4	-2	-6	1.0
Cc1nc2sc3c(c2c(=O)n1/N=C/c1ccco1)CCCC3	-5	-1	92	6	-5	2	-1	0	-12	0.0
CCC1(c2ccccc2)NC(=O)N(CC(=O)NC2CCCCCC2)C1=O (stereo not given)	-4	-1	96	-7	3	0	9	-4	-7	-2.1
COc1ccc(CCNC(=O)CSc2nc3[nH]ncc3c(=O)n2-c2ccc(Cl)cc2Cl)cc1OC	2	11	99	-1	-20	0	-43	-2	-8	-2.5
O=C(C1CCN(S(=O)(=O)c2cccc3nonc23)CC1)N1CCCCC1	0	5	92	-6	1	-2	-11	5	-6	-0.4
CCOC(=O)c1sc(NC(=O)Nc2ccccc2)cc1C	-3	6	99	-1	-13	-11	-52	-17	-3	3.6
CC(=O)NC1CCC(=O)C=C1c1ccccc1 (stereo not given)	5	-1	88	-1	-5	2	13	8	-3	0.4
S=c1[nH]nc(C2CCCCC2)n1/N=C/c1ccc(Br)cc1	7	9	101	-2	3	-2	14	-11	5	1.9
O=C(CCN1C(=O)C2CC=CCC2C1=O)Nc1ccc(S(=O)(=O)N2CCCCC2)cc1 (stereo not given)	-6	-7	98	-9	1	1	4	1	4	-1.8

Laid out differently: results already given
SMILES | m5-HT2A agonist | MC4R antagonist | ABCB6 inh MLPCN | ABHD5-PLIN5 inh | TLR9-MyD88 inh | N-glyco inh | NCOA2 inhibitor | Cardio protect | NOD2-RIPK2 inh | MC4R barr agon
COc1ccc2[nH]c(=O)c(CN(Cc3ccc4c(c3)OCO4)C(C)=O)cc2c1 | 8 | 5 | 99 | 10 | -1 | -2 | -36 | -4 | -7 | 1.6
COCCCN1C(=O)C(CC(=O)NC2CCCCC2)CC(C(=O)N(C)C)=C1C (stereo not given) | 2 | 1 | 86 | -3 | -7 | 3 | 11 | 3 | 3 | -0.1
Cc1cccc(C(=O)N2CCC(=O)N(C(COCc3ccc(Cl)cc3)Cc3ccccc3)CC2)c1 (stereo not given) | 0 | 14 | 94 | 0 | -4 | 0 | 1 | -6 | 9 | 4.0

The results go on:
SMILES	m5-HT2A agonist	MC4R antagonist	ABCB6 inh MLPCN	ABHD5-PLIN5 inh	TLR9-MyD88 inh	N-glyco inh	NCOA2 inhibitor	Cardio protect	NOD2-RIPK2 inh	MC4R barr agon
S=C(NCc1ccc(Cl)cc1Cl)Nc1ccccc1	5	12	101	-5	-5	0	-8	-20	-24	8.9*
Cc1nc(-c2ccc(C(F)(F)F)cc2)sc1C(=O)NN	0	5	97	6	2	-6	-47	-11	-8	-3.5
COc1ccccc1C(=O)NC(C)c1ccccc1 (stereo not given)	3	14	i	4	2	1	-13	6	-3	1.0
O=C(NC(c1ccc(-c2ccccc2)cc1)c1cnccn1)C1CCN(Cc2cccc(C(F)(F)F)c2)CC1 (stereo not given)	-3	7	98	-9	/	-5	/	-2	-4	-1.2
Cc1cc(NC(=O)c2cccc(S(=O)(=O)Nc3cccc(C(=O)O)c3)c2)no1	5	10	107	1	-7	-1	3	-3	-7	1.4
COc1ccc(CNC(=S)Nc2ccc(-c3ccccc3)cc2)cc1	-3	-4	101	1	9	-1	15	-17	-13	13*
COc1ccc(C(N)=S)cc1	-1	-6	99	1	-6	0	0	-2	-10	-3.8
Cc1ccc(S(=O)(=O)NCCCCCC(=O)Nc2ccccc2C)cc1	-3	24	97	10	4	2	4	-1	-20	0.2
Cc1ccccc1NC(=S)N/N=C/C(C)c1ccccc1 (stereo not given)	-1	15	96	-2	4	1	0	-5	3	-0.3
CC(C)CNC(=S)N1CCC(NC(=O)c2ccco2)CC1	-5	21	98	3	-2	2	7	3	1	-3.0
CC(C)(C)NC(=O)c1cccc(NC(=O)CSc2ccccc2)c1	-2	1	94	-10	-2	-1	-24	3	3	-0.7
CCc1nc2scc(-c3ccccc3)c2c(=O)n1N	1	2	100	-4	3	1	-5	8	11	-1.8
CC(=O)Nc1ccc(-c2csc(N/N=C(/C)c3ccccc3)n2)cc1	-4	8	89	-3	4	1	-15	45	0	-0.7
O=C(O)CCCCCNCc1ccncc1	3	5	100	-8	-1	1	/	-4	5	-2.9
O=C(O)c1cc(-c2ccc(O)cc2)on1	-2	13	520	18	6	1	1	-2	5	-2.8
COc1ccc(OC)c(C(=O)c2c(C)oc3cc(Br)c(O)c(CN(C)C)c23)c1	-1	13	92	-4	/	0	-6	-3	7	1.2
C/C(=N\n1c(C)cc(C)c(C#N)c1=O)c1cccs1	-3	1	100	-6	8	2	/	-5	-3	-0.5
COc1ccc(C)cc1S(=O)(=O)N1CCN(C(=O)c2ncoc2-c2ccccc2C)CC1	2	-6	94	6	-11	-1	-18	1	-2	-1.3
C=C(C)CSc1nnc([C@H](CCSC)NC(=O)OC(C)(C)C)o1	-5	-1	100	-1	1	0	-3	0	-10	-0.1
O=C(c1cc(-c2ccc(Cl)cc2)on1)N1CCc2ccccc2C1	-3	9	86	-7	2	3	-3	-2	-13	-1.0
CCn1c(-c2ccc(N)cc2)nc2ccccc21	-4	1	104	0	-1	2	-55	-5	-1	-0.6
C[C@@H](NS(=O)(=O)c1cc(Cl)ccc1F)[C@H](O)c1ccccc1	4	1	100	0	-5	-1	0	-4	-9	0.8
CCCc1c(C(=O)N/N=C/c2ccco2)nnn1-c1nonc1N	-7	2	100	-5	6	1	-13	-4	-7	-3.2
O/N=C(\c1ccc(Cl)cc1)c1cc2ccccc2o1	-5	-1	99	-17	-7	4	1	-18	15	0.0
Cc1ccc(C=C(C#N)C(=O)c2ccccc2)cc1	0	/	98	11	/	2	-10	2	-3	/
CC(C)c1ccc(-n2nnnc2SCC(=O)NC2CC2)cc1	-3	3	93	-7	3	-2	3	-8	-3	-0.2
CCCC(C)c1nc(C(N)=O)c2[nH]c(=O)n(-c3ccc(OC)c(OC)c3)c2n1 (stereo not given)	13	9	103	10	-15	3	-39	-4	4	0.0
CCc1ccccc1NC(=O)CN(C)S(=O)(=O)c1ccc2c(c1)c(=O)n(C)c(=O)n2C	0	8	106	-5	-5	1	-34	-1	2	-0.2
Cc1ccc(Cl)cc1NC(=O)C[n+]1ccc(Cc2ccc([N+](=O)[O-])cc2)cc1	9	4	97	24*	-13	9	-29	1	-2	-0.1
O=S(=O)(Nc1ncccn1)c1ccc(NC(=S)Nc2ccccc2)cc1	8	3	99	2	-9	3	-11	-1	-16	1.1
COC(=O)c1ccc(OCC(O)CN(CC(C)C)CC(C)C)cc1 (stereo not given)	-2	20	97	-3	5	-1	-14	-12	-5	6.5
CC(/C=C/C=C/c1ccccc1)=N/NC(=O)CNc1ccc(C)cc1	3	-18	88	0	9	1	-6	-8	4	14*
CCC(=O)Nc1nc2ccccc2n1CCN(CC)CC	-1	4	105	3	-1	1	-6	3	-13	0.0
CCn1c(C)nc2cc(C(=O)NNC(=O)CCC3CCCCC3)ccc21	5	1	94	7	-2	2	/	4	-13	-1.8
COc1cccc(OC)c1OCCCN1CCC(Cc2ccccc2)CC1	-4	-2	96	8	-1	2	-9	-4	8	0.2
CCC(C)C(=O)OC1CCC=C2C=CC(C)C(CCC3CC(O)CC(=O)O3)C21 (stereo not given)	0	5	97	2	-2	41*	0	0	7	5.3
CC(C)(C)n1cnc2cc(NC(=O)c3ccc(Cl)cc3)ccc21	-1	6	99	0	-13	-9	-74	-10	8	-1.2
COC(=O)CCSc1cc([N+](=O)[O-])cc2c1c(C1OCCS1)nn2-c1ccccc1 (stereo not given)	5	7	110	-2	7	5	-10	23	6	-3.6
CSc1cccc(CNC(=O)C2CCC(=O)N(CCc3ccccc3)C2)c1 (stereo not given)	10	5	88	3	5	2	-26	-2	-2	0.0
COC(=O)c1ccc(OCC(=O)Nc2ccsc2C(=O)OC)cc1	3	20	104	0	8	2	-20	-8	-6	6.2
Cc1cc(OCCN2CCCC2)ccc1[N+](=O)[O-]	0	1	100	-2	-2	0	-35	5	3	-1.8
O=C(Cn1c(NCCCO)nc2ccccc21)c1cccs1	3	1	103	-1	-6	-1	18	3	-6	-0.8
O=C1CC2(CCCC2)C(=O)N1c1ccc(S(=O)(=O)NCC2CC2)cc1Cl	4	10	100	-6	-3	0	-17	-3	-3	0.7
CC(C)NC(=O)C1CC=CCC1C(=O)O (stereo not given)	-3	19	105	2	-11	3	-1	8	-3	2.8
COC(C(=O)NNS(=O)(=O)c1ccccc1[N+](=O)[O-])c1ccccc1 (stereo not given)	18*	-2	98	3	2	4	5	1	-9	-0.7
NC(=O)CNC(=O)C1CCN(S(=O)(=O)c2ccc(-n3cnnn3)cc2)CC1	-4	1	95	4	6	-2	-13	-2	-13	-1.8
Cc1nc(/N=C(\N)NC(=O)NC2CCCCC2)nc2ccccc12	-11	-9	93	9	-4	6	-5	-10	5	-1.7
CCOc1ccc(Br)cc1CNCCN1CCOCC1	5	2	99	4	8	0	-24	16	-12	1.1
CCN(CC)C(=O)CSc1nnc([C@H](CCSC)NC(=O)OC(C)(C)C)o1	-4	-2	95	-3	-2	1	-2	-3	1	-3.1
CCOc1ccccc1C1C(C(=O)OC)=CN(C)C=C1C(=O)OC	-1	3	98	2	-4	1	-8	-6	3	-1.2
CCOC(=O)C1CCN(CC(O)COc2ccc(C(=O)CC)cc2)CC1 (stereo not given)	6	19	99	-2	0	5	9	6	-19	-1.8
CCc1cc2c(=O)oc(-c3ccccc3F)nc2s1	4	8	96	0	-2	1	-19	5	1	-0.4
CCCCOCCCNC(=O)COc1ccccc1	0	12	97	-3	-8	0	21	-2	3	-1.0
CS(=O)(=O)N1CCN(c2ccc(C(=O)NC34CC5CC(CC(C5)C3)C4)cc2[N+](=O)[O-])CC1	-4	5	90	-10	6	-3	10	1	7	-2.1
CCC(=O)N1CCCC(C)(C(=O)NS(=O)(=O)c2cccs2)C1 (stereo not given)	7	15	97	12	/	0	-5	2	-3	-1.9

High-throughput results: PubChem, several laboratories
